High-throughput results from PubChem.
TCR act: Activators of T cell receptors: qHTS campaign. primary human leukocytes, anti-CD3, IL-2 HTRF, 48 h. 330,000 tested, under 10 active. Potency, µM (series often up to 9.22 µM), without a hit: at the highest dose activation of IL-2 secretion, actives largely listed as activators; also: % of control where 0% means no effect
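HTRF read-out of IL-2 secretion: europium cryptate donor excited at 320nm, d2 acceptor emission at 665nm. Cells were primary human leukocytes incubated 48 hr with compounds and a-CD3 beads, supplying TCR signal only.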
MBNL1 CUG block: qHTS Assay for Inhibitors of MBNL1-poly(CUG) RNA binding; Muscleblind-like protein 1 (Homo sapiens), Q9NR56; TR-FRET MBNL1-His/biotin-(CUG)12 binding, 665/545 ratio; Potency, µM (titrated, usually from 57.5 µM), for inactives: at the top dose activity change, negative = inhibition, usual class: inhibitors; 0.036% of 280,000 active; active = well fitted inhibition curve with a large enough effect in the signal ratio, with a control signal flat, not every such curve was filed as active; inconclusive = small, poorly fitted or top-dose-only effect, or effect the other way, or a change in a side signal; inactive = no such curve, though single readings can be large or run the other way; the % refers to the signal ratio; also: potency is read from the fitted curve at half-maximal effect; % is scaled to controls: 0 for no effect and ±100 for the full control effect
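Compound titration spanned 92 nM–58 uM against the MBNL1-His/biotin-(CUG)12 complex. After 60 min at room temperature with 5 nM streptavidin-XL665 and 0.055 ng/ul terbium anti-His, ratiometric 665/545 nm emission (Ex 340 nm) normalized to controls.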
MLL CXXC-DNA inh: qHTS Fluorescence Polarization Assay for Inhibitors of MLL CXXC domain - DNA interaction. Histone-lysine N-methyltransferase 2A (Homo sapiens), Q03164. MLL-CXXC / FITC-HOXA9 DNA fluorescence polarization. Potency, µM (titrated, usually from 115 µM), for the others: at the highest dose activity change, negative = inhibition, hits mostly inhibitors. 0.037% of 290,000 active. AID 2662, 2010; active = well fitted inhibition curve with a large enough effect in the polarisation, with a control signal flat, not every such curve was filed as active; inconclusive = small, poorly fitted or top-dose-only effect, or effect the other way, or a change in a side signal; inactive = no such curve, though single readings can be large or run the other way; the % refers to the polarisation; also: potency is read from the fitted curve at half-maximal effect
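Purified MLL-CXXC (added from a 7 uM solution) was preincubated 5 min at ambient with pinned compounds in 50 mM Tris-HCl pH 7.5, 50 mM NaCl, 1 mM DTT, 0.05% BSA. Fluorescein-labeled HOX-A9 DNA (50 nM solution) followed, 30 min, then polarization read.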
Mito fusion yeast: qHTS Assay for Small Molecule Inhibitors of Mitochondrial Division or Activators of Mitochondrial Fusion; S. cerevisiae fusion-defective mutant growth rescue, CellTiterGlo 48 h; Potency, µM (top dose mostly 46.1 µM), inactives show top-dose growth rescue (activation), most hits filed as activators; 0.23% of 320,000 active;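 also: potency is read from the fitted curve at half-maximal effect; % of control where 0% means no effect; nearly all actives have a fitted effect of over 45% in size; temperature-sensitive fusion mutants such as fzo1-1 at 37 °C on non-fermentable ethanol glycerol medium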
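Temperature-sensitive fusion-defective S. cerevisiae (e.g. fzo1-1, mgm1-5) were grown with compound in YPEG medium (3% ethanol, 3% glycerol) for 48 hours at 37C. Growth rescue was measured as viability by CellTiterGlo luminescence after 10 minutes at ambient.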
TSG101-PTAP inh: qHTS Assay for Iinhibitors of HIV-1 Budding by Blocking the Interaction of PTAP/TSG101; Fluorescence polarization, FITC-PTAP peptide / Tsg101 binding; Potency, µM (titrated, usually from 115 µM), for inactives: top-dose activity change, negative = inhibition, actives largely listed as inhibitors; 340,000 tested, under 10 active; active = well fitted inhibition curve with a large enough effect in the main read-out, with a control signal flat, not every such curve was filed as active; inconclusive = small, poorly fitted or top-dose-only effect, or effect the other way, or a change in a side signal; inactive = no such curve, though single readings can be large or run the other way; also: potency is read from the fitted curve at half-maximal effect; % of control where 0% means no effect
Target sequence (Q99816 whole entry, looked up): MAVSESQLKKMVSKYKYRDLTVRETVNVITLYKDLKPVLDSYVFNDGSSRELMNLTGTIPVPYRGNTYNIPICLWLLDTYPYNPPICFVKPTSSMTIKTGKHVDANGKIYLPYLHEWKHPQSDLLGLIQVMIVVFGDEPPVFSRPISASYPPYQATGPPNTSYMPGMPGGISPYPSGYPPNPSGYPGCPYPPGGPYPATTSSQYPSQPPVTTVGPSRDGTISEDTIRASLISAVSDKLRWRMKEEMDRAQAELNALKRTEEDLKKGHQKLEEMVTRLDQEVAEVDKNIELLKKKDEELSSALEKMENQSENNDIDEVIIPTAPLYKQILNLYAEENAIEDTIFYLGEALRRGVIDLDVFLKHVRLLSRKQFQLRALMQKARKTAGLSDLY
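Tsg101 binding domain (10 uM final) was mixed with compound and a FITC-labeled PTAP peptide (50 nM final) in HEPES pH 7.5 buffer with NaCl, Tween 20, EDTA and TCEP; fluorescence polarization was read after 20 min at r.t.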
Menin-MLL TR inh: qHTS Assay for Inhibitors Targeting the Menin-MLL Interaction in MLL Related Leukemias: Competition With Texas Red Labeled MLL-derived Mutant Peptide | O00255 | Menin + Texas Red MLL mutant peptide, fluorescence polarization | Potency, µM (doses to about 61.6 µM), for the others: top-dose FP activity change, negative = inhibition, most hits filed as inhibitors | 0.23% of 270,000 active | AID 1768, 2009; active = well fitted inhibition curve with a large enough effect in the polarisation, with a control signal flat, not every such curve was filed as active; inconclusive = small, poorly fitted or top-dose-only effect, or effect the other way, or a change in a side signal; inactive = no such curve, though single readings can be large or run the other way; the % refers to the polarisation; also: potency is read from the fitted curve at half-maximal effect; % of control where 0% means no effect; many of its hits are not listed in these tables
Target sequence (O00255 whole entry, looked up): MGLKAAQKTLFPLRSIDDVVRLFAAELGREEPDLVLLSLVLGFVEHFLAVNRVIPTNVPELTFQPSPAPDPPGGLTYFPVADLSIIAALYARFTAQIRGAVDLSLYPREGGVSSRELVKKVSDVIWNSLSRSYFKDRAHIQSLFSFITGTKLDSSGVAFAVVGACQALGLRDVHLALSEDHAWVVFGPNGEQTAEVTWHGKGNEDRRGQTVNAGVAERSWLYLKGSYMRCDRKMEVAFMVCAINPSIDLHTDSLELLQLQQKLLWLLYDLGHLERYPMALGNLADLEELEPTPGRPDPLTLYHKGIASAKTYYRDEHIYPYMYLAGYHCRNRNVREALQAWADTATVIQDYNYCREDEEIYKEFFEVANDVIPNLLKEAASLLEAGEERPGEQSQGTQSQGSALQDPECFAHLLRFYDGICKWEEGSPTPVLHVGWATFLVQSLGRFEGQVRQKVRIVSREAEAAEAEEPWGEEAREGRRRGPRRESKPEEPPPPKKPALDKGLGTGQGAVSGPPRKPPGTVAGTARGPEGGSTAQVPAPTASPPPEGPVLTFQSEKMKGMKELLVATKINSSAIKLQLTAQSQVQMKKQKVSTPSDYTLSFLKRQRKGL
AT treatment: qHTS Assay for Identifying a Potential Treatment of Ataxia-Telangiectasia; AID 485349, 2010; […] A-T fibroblasts, KAP-1 phosphorylation AlphaLISA; neocarzinostatin DNA damage 30 min before lysis; 0.19% of 320,000 active; Potency, µM (doses to about 57.5 µM), without a hit: at the highest dose activation, most hits filed as activators; also: potency is read from the fitted curve at half-maximal effect; % of control where 0% means no effect; nearly all actives have a fitted effect of over 45% in size
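hTERT-immortalized A-T patient fibroblasts ([…]), 500 cells/well in OPTI-MEM, 1% FBS, got compounds for 60 min, then NCS for 30 min at 37C. Lysates were then assayed for phospho-KAP-1 by AlphaLISA (anti-pKAP1 donor, anti-KAP1 acceptor beads), 6 hr at 25C.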
TSHR antag: Antagonists of the Thyroid Stimulating Hormone Receptor: HTS campaign | Thyrotropin receptor (Homo sapiens), P16473 | TSHR-expressing cells, TSH-stimulated cAMP HTRF, 2 h; active compounds read low | activity change, negative = inhibition, % at 11.5 µM | 0.2% of 330,000 active;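 active = activity change below a set negative limit, meaning inhibition stronger than a set level, cut at about -70% in these data; inconclusive = activity change between two set negative limits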; also: % is scaled to controls: 0 for no effect and ±100 for the full control effect
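Inhibition of cAMP made by TSHR-expressing cells under TSH stimulation (4nM final, EC80; 2 h, 37 deg C) is quantified with a one-step lysis HTRF kit, anti-cAMP cryptate versus cAMP-d2.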
ASM inhibitor: Inhibitors of Secretory Acid Sphingomyelinase (S-ASM): qHTS | Sphingomyelin phosphodiesterase (Homo sapiens), P17405 | placental ASM, HMU-PC fluorogenic substrate, 60 min | Potency, µM (titrated, usually from 57.5 µM), for the others: at the top dose activity change, negative = inhibition, usual class: inhibitors | 0.006% of 340,000 active | AID 504937, 2011; also: potency is read from the fitted curve at half-maximal effect
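Steps: dispense placental human ASM, pin compound, wait 10 min at room temperature, add HMU-PC0 substrate at 9 uM final, incubate 60 min at 37 °C, add stop solution raising pH to 10, read fluorescence.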
a7 integrin act: qHTS for Activators of Integrin-Mediated Alleviation for Muscular Dystrophy; alpha7betagal myoblasts, beta-gal FDG fluorescence, 48 h; Potency, µM (doses to about 38.3 µM), inactives show at the top dose activation, most hits filed as activators; 0.064% of 350,000 active;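 also: potency is read from the fitted curve at half-maximal effect; 100% = response of the positive control SU9516; nearly all actives have a fitted effect of over 60% in size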
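Alpha7betagal+/- myoblasts (passage 13) were plated 16-24 hr, then exposed to compounds (1:260 dilution of DMSO stock) for 48 hours at 37C. After MPER lysis, β-galactosidase reporter activity was read as FDG fluorescence (ex 480/em 540) after 30 minutes.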
Numbers without * were called inactive; ? = inconclusive; . = no result given; [ ] = another dose, or the depositor's remark. Unless noted, calls follow the shape of the dose curve; as a rule, active = well fitted curve in the direction sought with a large enough effect; inconclusive = small, poorly fitted or top-dose-only effect, or another doubt; inactive = no such curve, though single readings can be large; an effect the other way counts as inactive or inconclusive. An excerpt; rates above refer to the full screens.

SMILES	TCR act	MBNL1 CUG block	MLL CXXC-DNA inh	Mito fusion yeast	TSG101-PTAP inh	Menin-MLL TR inh	AT treatment	TSHR antag	ASM inhibitor	a7 integrin act
O=C(COc1ccc(-c2ccccc2)cc1)NNC(=O)Nc1ccc(F)cc1F	1%	-4%	4%	-1%	-3%	.	0%	2	-1%	0%
COc1ccc(C(=O)COC(=O)CN2C(=O)NC3(CC(C)CC(C)(C)C3)C2=O)c(OC)c1 (stereo not drawn)	1%	.	.	12%	-5%	.	-1%	20	-5%	11%
O=C1C2C3C=CC(C3)C2C(=O)N1c1ccc(-c2nc3ccccc3o2)cc1 (stereo not drawn)	2%	-2%	-5%	4%	-2%	-8%	2%	-2	3%	6%
Cc1nc2ccccc2c(=O)n1/N=C/c1ccc(O)cc1	.	5%	-5%	0%	0%	11%	-6%	12	-1%	1%
O=CNc1ccc(OC(=O)c2cncc(Br)c2)cc1	-1%	-10%	3%	3%	3%	?	-5%	-6	-8%	-9%
Cc1cc(NC(=O)C(C)C)n(-c2nc3ccccc3s2)n1	-2%	-2%	1%	0%	2%	1%	1%	-22	-8%	7%
Cc1noc(C)c1S(=O)(=O)Nc1ccc(C(=O)N2CCN(c3ccc(F)cc3)CC2)cc1	0%	-15%	1%	-1%	-5%	-6%	-3%	32	0%	15%
O=C(Cc1ccccc1)Nc1ccnn1C1CCN(Cc2nccs2)CC1	12%	5%	-10%	-12%	-2%	6%	1%	-8	7%	7%
COc1ccc(CCN(C)CCc2ccc(OC)c(OC)c2)cc1OC	-5%	.	-4%	-31%[inhibitor]	1%	-18%	.	-12	-5%	.
CCC1=NN2C(=N)/C(=C/c3c(C)nn(-c4ccccc4)c3Cl)C(=O)N=C2S1	-3%[46.1 µM]	-9%[11.5 µM]	1%	-29%	-2%	-1%	0%	1	-2%	-18%
COc1ccc(-c2nc(CSCC(=O)N3CCN(C)CC3)c(C)o2)cc1OC	-4%	?	-4%	0%	0%	-1%	-7%	-6	-1%	-5%
CC(=O)C1C(c2ccc([N+](=O)[O-])cc2)C2C(C)=NN=C2CC1(C)O (stereo not drawn)	-5%	18%	-9%	-2%	0%	.	-2%	-2	-1%	-4%
COc1cc(C=O)ccc1OS(=O)(=O)c1ccc(NC(C)=O)cc1	-11%[46.1 µM]	-1%	9%	1%	0%	13%	0%	-11	0%	-10%
C=CCn1c(SCC(N)=O)nc2sc3c(c2c1=O)CCC3	-10%	8%	-8%	0%	0%	-16%	2%	-7	-4%	-1%
CCOC(=O)c1c(NC(=O)c2cccnc2Cl)sc(C(=O)N(C)C)c1C	-1%[46.1 µM]	-2%[11.5 µM]	4%	?	1%	-8%	-2%	-12	-3%	-17%
Cc1nc(SCc2ccc(C(=O)O)cc2)c2c(C)c(C)sc2n1	0%	3%	0%	29%	-11%	.	2%	-10	-2%	-9%
CCCCNC(=O)CCC(=O)Nc1ncc(-c2ccc(C)cc2)n1C	0%	-12%	5%	-7%	-1%	3%	-2%	24	0%	-18%
CCN(c1ccccc1)S(=O)(=O)c1ccc2c(c1)N(C(C)=O)CCO2	2%	4%	11%	-5%	-3%	14%	8%	-4	-2%	-8%
CCOc1cc(C(=O)OCC(=O)Nc2cc(C)on2)cc(OCC)c1OCC	3%	-3%	7%	-1%	-2%	9%	-4%	2	-4%	-19%
Cc1[nH]n(-c2ccccc2)c(=O)c1N=Nc1c(Cl)cccc1Cl	2%	-5%	-3%	3%	-4%	?	7%	3	0%	17%
CC1=NN(c2ccc(C(=O)OC(C)C)cc2)C(=O)/C1=C\C=C\c1ccco1	12%[46.1 µM]	-8%	18%	0%	0%	?	13%	0	-16%	-49%[inhibitor]
CCC1(CC)NC(=O)N(CC(=O)OCC(=O)Nc2sccc2C#N)C1=O	-16%	.	7%	2%	0%	8%	2%	-1	-1%	21%
CCOc1ccc(NC(=S)NC(C)CCc2ccccc2)cc1 (stereo not drawn)	3%	-4%	7%	-5%	-2%	1%	3%	-12	2%	0%
OCC1(CCOc2ccccc2)CCN(CC2=Cc3cc(Cl)ccc3OC2)CC1	0%	12%	17%	-8%	-1%	13%	10%	2	-2%	?
CCCn1ncc([C@@H]2C[C@H]3CN(Cc4cccc(Cl)c4)C(=O)[C@]34CCCN24)c1C	7%	-2%	19%	0%	-1%	-10%	3%	2	2%	-25%
Continued:
SMILES	TCR act	MBNL1 CUG block	MLL CXXC-DNA inh	Mito fusion yeast	TSG101-PTAP inh	Menin-MLL TR inh	AT treatment	TSHR antag	ASM inhibitor	a7 integrin act
CC12CN3CC(C)(CN(C1)C3c1ccc3c(c1)OCO3)C2 (stereo not drawn)	3%	-4%	0%	1%	-4%	-1%	2%	3	3%	5%
CCn1ncc(CNC(=O)C2(C)CC2(Cl)Cl)c1C (stereo not drawn)	3%[46.1 µM]	-21%	-2%	0%	-1%	?	.	15	0%	7%
COc1ccccc1/C=C(/C(=O)OCC(=O)Nc1cc(C)ccc1C)c1ccccc1	-7%[46.1 µM]	.	12%	-3%	0%	11%	-5%	-8	-4%	-6%
CC(NC(=O)COc1ccccc1)C(c1cccs1)N1CCCC1 (stereo not drawn)	-1%	-8%	3%	6%	-3%	-16%	12%	4	10%	-21%
Cn1c(NCC(O)c2ccccc2)nc2c1c(=O)n(Cc1ccc(Cl)cc1)c(=O)n2C (stereo not drawn)	1%	-6%	-3%	10%	-6%	8%	12%	6	-8%	?
N#Cc1ccc(OCC(=O)OCCCOC(=O)COc2ccc(C#N)cc2)cc1	5%	-5%	-2%	1%	.	.	7%	?	2%	14%
CCOc1ccccc1NC(=O)COC(=O)C1CCC(=O)N1 (stereo not drawn)	-5%	.	.	.	-3%	.	20%	-2	0%	-8%
O=C(CSc1nc(C(F)(F)F)cc(=O)[nH]1)Nc1nccs1	1%	.	.	-5%	-1%	.	14%	2	6%	6%
O=C(CSCc1ccc(F)cc1)NCc1ccc2c(c1)OCO2	-2%	4%	5%	-4%	-2%	-16%	16%	-5	1%	-6%
O=C(c1cc2ccccc2cc1O)N1CCN(c2ccccc2O)CC1	3%	.	.	-1%	-3%	.	10%	-6	10%	10%
COc1ccc(CN2CCN(Cc3ccc(Br)cc3)CC2)c(OC)c1OC	2%	-12%	-28%	-19%	0%	?	4%	-3	-3%	-60%[inhibitor]
CCOc1ncccc1C(=O)Nc1cc(S(=O)(=O)N(CC)CC)ccc1N1CCOCC1	-3%	.	.	.	-7%	.	8%	.	0%	-9%
O=C(c1ccccc1)[C@@H]1[C@@H](C(=O)c2ccc(F)cc2)[C@@]2(C(=O)Nc3ccccc32)[C@H]2c3ccccc3C=CN12	5%[46.1 µM]	?	16%	7%	1%	-8%	-3%	-6	0%	7%
Cc1cc(C)n(CC(=O)N2CCc3ccccc32)c(=O)c1C#N	0%	-18%	5%	-1%	-2%	.	-11%	1	1%	2%
COc1ccc(NC(=O)c2sc3nc(N4CCOCC4)c4c(c3c2N)CC(C)(C)OC4)cc1	-8%	6%	19%	0%	-4%	37%[activator]	14%	4	111%[activator]	-19%
O=C(O)CC(Cc1ccc(Cl)cc1)C(=O)NCc1ccccc1 (stereo not drawn)	0%[46.1 µM]	-10%	1%	-3%	-6%	3%	2%	8	2%	22%
C=CCNC(=S)N1CCc2c([nH]c3ccccc23)C1C (stereo not drawn)	-14%	5%	16%	-10%	-1%	?	7%	5	-10%	-8%
Cc1ccc(NC(=O)c2ccc(COc3ccccc3)o2)nc1	3%	0%	24%	3%	-2%	.	1%	-6	0%	?
Cc1ccc(-n2c(C)nc3ccsc3c2=O)cc1	-1%	.	.	.	0%	.	.	.	-2%	-18%
Cc1cnc(NC(=O)c2cccs2)s1	-3%	2%	-1%	-14%	-4%	19%	-3%	-8	-3%	10%
N/C(=N\OC(=O)C12CC3CC(CC(C3)C1)C2)c1ccccn1	-2%[46.1 µM]	.	6%	19%	0%	11%	1%	-12	1%	-6%
Cn1c(CCc2nc3ccccc3[nH]2)nnc1SCC#N	0%	2%	0%	26%	-11%	23%	-1%	9	8%	10%
CC(C)NC(=O)NC(=O)COC(=O)c1cc(S(=O)(=O)N2CCCCC2)ccc1N1CCOCC1	-9%	-19%	-13%	0%	-5%	.	12%	16	-2%	-35%
